Assay outcomes from PubChem.
SW480 rerep = A quantitative high throughput screen for small molecules that induce DNA re-replication in SW480 colon adenocarcinoma cells; SW480 DNA re-replication, Hoechst DNA content imaging, 48 h; Potency, µM (series often up to 46.1 µM), inactives show top-dose re-replication activation, hits mostly activators; 340,000 compounds, 1.8% hits; AID 624297, 2012; also: potency is read from the fitted curve at half-maximal effect; % of control where 0% means no effect; nearly all actives have a fitted effect of over 55% in size
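Compounds, transferred as 23 nL by pin tool, were incubated with cells for 48 hr; DNA content per nucleus was then quantified by Hoechst staining and fluorescence plate imaging.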
MCF10A rereplic = A quantitative high throughput screen for small molecules that induce DNA re-replication in MCF 10a normal breast cells; MCF 10A DNA re-replication, Hoechst nuclear intensity, 48 h; Potency, µM (highest dose often 46.1 µM), for the others: at the highest dose activity, positive = re-replication, hits mostly activators; 350,000 compounds, 2.9% hits; AID 624296, 2012; also: potency is read from the fitted curve at half-maximal effect; % of control where 0% means no effect; nearly all actives have a fitted effect of over 50% in size
KB-3-1 tox = qHTS assay for MDR1-selective chemotherapeutics: Primary screen using the parental adenocarcinoma cell KB-3-1; Potency, µM (highest dose often 46.1 µM), for the others: at the top dose activity change, negative = cytotoxic, usual class: cytotoxic; 400,000 compounds, 1.4% hits; KB-3-1 viability, CellTiter-Glo ATP luminescence, 72 h; AID 1347075, 2019; also: potency is read from the fitted curve at half-maximal effect; % is scaled to controls: 0 for no effect and ±100 for the full control effect; nearly all actives have a fitted effect of over 60% in size
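Using CellTiter-Glo luminescence, growth of non-resistant KB-3-1 adenocarcinoma cells is assessed 72 h after pin-tool compound addition at 37 °C. Normalized responses across the concentration series yield fitted curves.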
IL1B secr inh = qHTS for Inhibitors of Inflammasome Signaling: IL-1-beta AlphaLISA Primary Screen | THP-1 LPS/ATP IL-1B secretion, AlphaLISA, 16 h; stronger effect = lower value | activity change, % at 57.5 µM | 360,000 compounds, 4.7% hits | AID 743279, 2014; in the data active = activity change below about -50%; inconclusive = mostly about -30% to -49%; also: % is scaled to controls: 0 for no effect and ±100 for the full control effect
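Secreted IL-1B measured by AlphaLISA bead assay after 16 h compound exposure of THP-1 cells; compounds (final up to 57.5 uM) added 1 h before LPS (250 ng/mL) and ATP (1.25 mM) stimulation; lower signal means less secretion.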
ATXN2 expr inh = Primary qHTS for Inhibitors of ATXN expression | HEK-293 ATXN2-luciferase reporter, luminescence, 24 h | Potency, µM (top dose mostly 57 µM), without a hit: at the top dose activity change, negative = inhibition, usual class: inhibitors | 360,000 compounds, 0.72% hits | AID 1745845, 2022; also: potency is read from the fitted curve at half-maximal effect; % is scaled to controls: 0 for no effect and ±100 for the full control effect; nearly all actives have a fitted effect of over 55% in size
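ATXN2-luciferase reporter cells (luciferase flanked by upstream and downstream ATXN2 gene portions) were treated 24 h at 37 °C with compounds at up to 57 uM. SteadyGlo luminescence gave expression; GF-AFC fluorescence gave viability.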
HT1080-NT tox = qHTS for induction of synthetic lethality in tumor cells producing 2HG: qHTS for the HT-1080-NT fibrosarcoma cell line; 360,000 compounds, 1.6% hits; HT-1080-NT fibrosarcoma viability, CellTiter-Glo ATP luminescence, 48 h; Potency, µM (series often up to 46.1 µM), for the others: at the highest dose activity, negative = less viability, usual class: cytotoxic;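 also: NT is the 2HG producing partner of a matched IDH1 knockdown line; potency is read from the fitted curve at half-maximal effect; 0% = DMSO-treated cells and -100% = media-only wells without cells; nearly all actives have a fitted effect of over 55% in size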
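Viability of the 2HG-overproducing fibrosarcoma line after 48 hours of compound exposure at 37 degrees C was determined by luminescence with CellTiter-Glo, and concentration-effect curves were then fitted and categorized.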
KB-V1 cytotox = qHTS assay for MDR1-selective chemotherapeutics: Primary screen using the drug-selected MDR subline cells KB-V1 | 400,000 compounds, 3.4% hits | Potency, µM (titrated, usually from 46.1 µM), for inactives: at the highest dose activity change, negative = cytotoxicity, hits mostly cytotoxic | AID 1347076, 2019 | KB-V1 MDR cells viability, CellTiter-Glo, 72 h; also: potency is read from the fitted curve at half-maximal effect; % is scaled to controls: 0 for no effect and ±100 for the full control effect; nearly all actives have a fitted effect of over 60% in size
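Readout: CellTiter-Glo luminescence, 10 min after addition. Cells: KB-V1 MDR subline, 72 h at 37 degrees C with compound. Analysis: corrected, normalized data fitted to concentration-effect curves.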
ATXN viability = Viability Counterscreen for Primary qHTS for Inhibitors of ATXN expression; S2 cells (HEK-293 line with an ATXN2-luciferase reporter) viability, CellTiter-Fluor protease fluorescence, 24 h; Potency, µM (doses to about 56.7 µM), hits mostly cytotoxic; 400,000 compounds, 0.49% hits; also: potency is read from the fitted curve at half-maximal effect; nearly all actives have a fitted effect of over 40% in size
HT1080 IDH1KD tx = qHTS for induction of synthetic lethality in tumor cells producing 2HG: qHTS for the HT-1080-IDH1KD cell line; HT-1080 IDH1 knockdown viability, ATP luminescence, 48 h; Potency, µM (doses to about 46.1 µM), inactives show at the highest dose activity, negative = toxicity, actives largely listed as cytotoxic; 360,000 compounds, 2% hits; AID 686971, 2013;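 also: potency is read from the fitted curve at half-maximal effect; 0% = DMSO wells and -100% = cell-free medium wells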
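IDH1KD HT-1080 cells, 750/well, RPMI + 5% FBS; compound pinned after 2 h settling; 48 h, 37 °C; CellTiter-Glo luminescence; % activity normalised to DMSO and no-cell wells; curves fitted, classed by r2 and efficacy.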
* hit, by the source's call; i = inactive; ? = inconclusive; · = no result given; [ ] = another dose, or the depositor's remark. Unless noted, calls follow the shape of the dose curve; as a rule, active = well fitted curve in the direction sought with a large enough effect; inconclusive = small, poorly fitted or top-dose-only effect, or another doubt; inactive = no such curve, though single readings can be large; an effect the other way counts as inactive or inconclusive.

SMILES | SW480 rerep | MCF10A rereplic | KB-3-1 tox | IL1B secr inh | ATXN2 expr inh | HT1080-NT tox | KB-V1 cytotox | ATXN viability | HT1080 IDH1KD tx
O=C(NCc1ccncc1)[C@@H]1CCCN1C(=O)[C@H]1CCCN1C(=O)c1ccccc1 | · | · | 3% | 58 | 7% | 17% | 0% | i | 0%
O=C1c2c(-c3ccc(Br)cc3)noc2CCN1Cc1cn(-c2ccc(Cl)cc2)nn1 | · | · | 21µM* | -24 | · | ? | 18µM* | · | -26%
COc1ccc(-n2c(=O)c3c4c(sc3n3c(=S)[nH]nc23)CCCC4)cc1 | -3% | 9% | 19% | -14 | -19% | ? | -11% | i | 20%
Cc1ccc(S(=O)(=O)Nc2ccccc2F)cc1C(=O)NNC(=O)c1ccccc1O | 12% | -34%[inhibitor] | -17% | 30 | ? | -14% | ? | i | -3%
O=C1CC(c2ccc3ccccc3c2)NN1 (stereo not given) | 7%[9.22 µM] | -41%[inhibitor] | 7% | 13 | 10% | 5% | ? | i | 7%
CCOc1cc(C(=O)N2CCC(CC3CC(c4ccccc4)=NO3)(C(=O)NCc3ccc(OC)cc3)CC2)cc(OCC)c1OCC (stereo not given) | 8% | 3% | 2% | ? | 1% | -2% | -9% | i | -2%
COc1cccc(-c2sc3ccc(OC)cc3c2-c2ccc(OCCN3CCCCC3)cc2)c1 | ? | ? | 0% | -4 | 0% | ? | 0% | ? | ?
O=C1CN(S(=O)(=O)c2cccc(Cl)c2Cl)c2ccccc2N1 | -7% | 14% | ? | -2 | 3% | 16% | 21% | i | 1%
Cc1cccc(C)c1NC(=O)Cn1c(SCC(=O)NCc2ccccc2)nc2ccccc21 | · | · | -2% | · | -10% | · | 13% | i | ·
CCOC(=O)c1cccc(Nc2nc(C)cc(C)n2)c1 | -1% | 3% | 13% | 44 | -13% | 16% | -2% | i | 17%
Cc1ccc(SC(CC(=O)c2ccc(C(C)(C)C)cc2)C(=O)O)cc1 (stereo not given) | 21µM* | 7.3µM* | -1% | -94* | 4% | ? | 8% | i | ?
CCOC(=O)C1=C(c2ccccc2)N=c2s/c(=C\c3cc(OC)c(OC)c(OC)c3)c(=O)n2C1c1cccs1 (stereo not given) | 0% | 1% | -8% | -2 | -5% | -9% | -8% | i | -2%
Cc1c(C(=O)NC(C)c2ccc(-n3ccnc3)cc2)cccc1[N+](=O)[O-] (stereo not given) | -4% | 5% | -2% | -1 | -2% | 8% | -30% | i | 23%
Cc1cc2ccccn2c1C(=O)c1ccc(Cl)cc1 | -9% | -6% | -8% | -25 | 12% | -26% | -19% | i | -21%
Cc1cccc2c3nc4ccccc4nc3n(C)c12 | -1% | ? | -17% | 28 | 24% | -10% | ? | · | -13%
CC1CCCN(C(=O)CN2C(=O)c3ccccc3S2(=O)=O)C1 (stereo not given) | -2% | 5% | -2% | -5 | 2% | -7% | 16% | i | -3%
Cc1cc2nc(/C(C#N)=C\c3ccc(-c4ccccc4C(=O)O)o3)[nH]c2cc1C | 1% | 12% | -25% | -20 | 1% | 5% | 5% | ? | 28%
O=C(Nc1ccc(-c2csc(Nc3ccc(Cl)cc3)n2)cc1)c1cccc(C(F)(F)F)c1 | 2% | 0% | -11% | 41 | -33% | ? | -14% | ? | -20%
CCSc1nc2cc(S(=O)(=O)N3CCOCC3)ccc2o1 | -3% | ? | -10% | 6 | -7% | 0% | -14% | i | -2%
Clc1ccc(OCCSCc2nc3ccccc3[nH]2)cc1 | -5% | 12% | -2% | 0 | ? | -28% | -2% | i | -24%
CCOc1ccc(NC(=O)CSc2ccc3nnc(-c4cccnc4)n3n2)cc1 | 12% | 5% | 15% | -5 | 0% | 29% | 1% | i | 7%
O=C(NCc1ccccn1)c1cnc2sccn2c1=O | 0% | 1% | 5% | 12 | 2% | 7% | 8% | ? | 0%
Cc1cc(OCC(=O)NCCCN(C)C)cc(C)c1Br | 2% | ? | -2% | -1 | -9% | -12% | 2% | i | -9%
Cc1cc(Cl)c2oc(C(=O)N(C)C(C)c3ccccn3)c(C)c2c1 (stereo not given) | -11% | 2% | -1% | -10 | 48%[activator] | 0% | ? | i | 4%
COc1ccc(C(=O)N(C)C2CCCCC2)cc1OC1CCN(C(C)C)CC1 | -6% | 4% | 4% | 0 | 16% | 1% | ? | i | -5%
OC(COc1ccc(Br)cc1)Cn1ccnc1 (stereo not given) | -5% | 1% | 5% | 10 | 11% | -2% | 16% | i | 0%
NC(=O)CSC1=Nc2ccccc2C2=NC(c3ccccc3)C(=O)N12 (stereo not given) | -28% | 17% | 0% | 0 | -8% | -16% | 2% | i | -10%
Cc1ccc(CSc2ccc(C(=O)N3CCOCC3)cc2[N+](=O)[O-])cc1 | -2% | -1% | 0% | 0 | · | 24% | -5% | i | 11%
Cc1ccc(C2C=C(c3ccc4c(c3)OCO4)Nc3ncnn32)cc1 (stereo not given) | ? | -15% | 0% | -8 | 14% | -4% | 3% | · | -2%
O=C(N/C(=C/C=C\c1ccccc1)C(=O)N1CCOCC1)c1ccc(Br)cc1 | 0% | 3% | 11% | 0 | 3%[11.3 µM] | -2% | 6% | i | -1%
COc1ccc(-c2ccc(SCC(=O)Nc3nnc(C)s3)nn2)cc1 | -6% | -1% | -14% | 18 | · | -2% | 2% | i | 2%
CCC(=O)Nc1nnc(S(=O)(=O)N(CC(C)C)c2ccccc2)s1 | -4% | -18% | 2% | -27 | -11% | 24% | -2% | i | 14%
CCOC(=O)c1c(C)[nH]c(C(=O)COC(=O)CCSc2ccccc2)c1C | 14% | 29% | ? | 16 | 62%[activator] | -1% | 1.6µM* | i | -6%
CCOC(=O)N1CCN(C(=O)COc2ccc(Cl)c(C)c2)CC1 | 1% | 3% | -1% | 4 | 3% | 16% | -7% | i | -13%
COc1ccc(/C(C)=N/NC(=O)CNC(=O)c2ccncc2)cc1 | -10% | -1% | 20% | 11 | 0% | 19% | 5% | i | 15%
CC1(C)Cc2nc3sc4c(SCC(=O)O)ncnc4c3cc2CO1 | -10% | -3% | -10% | -8 | · | 4% | ? | i | 24%
CCOc1ccc(CNS(=O)(=O)c2cc(CN3C(=O)c4cccnc4C3=O)ccc2OC)cc1 | -25% | 2% | 23% | 0 | 2% | -4% | 28% | i | -2%
CCCc1nn2c(=O)cc(CSCC(=O)Nc3cccc(OC)c3)nc2s1 | 1% | 6% | 0% | 8 | 4% | 11% | 19% | i | 20%
CC(=O)Nc1ccc(NCC(O)COc2ccccc2)cc1 (stereo not given) | 13% | -1% | -3% | -12 | 1% | 16% | -10% | i | 12%
CC(=O)NC1C2CN3CCN(C2)CC1(Cc1ccccc1)C3 (stereo not given) | -3% | -39%[inhibitor] | -7% | 0 | -15% | -1% | -3% | i | -5%
COc1ccc(C(=O)Nc2cccc(NC(C)=O)c2)cc1 | · | · | 0% | 58 | 30% | -1% | 0% | i | 2%
O=C(CCCOc1ccccc1)N1CCN(S(=O)(=O)c2ccccc2)CC1 | -2% | 1% | -3% | -12 | 20% | 11% | -11% | i | 3%
CC(C)c1ccc(CN2CCN(C(=O)CCl)CC2)cc1 | ? | 6.5µM* | ? | -100* | · | ? | ? | · | ?
COc1ccc(CNCc2ccncc2)c(OC)c1 | 2% | 0% | -6% | 24 | -3% | 0% | 0% | i | -14%
CC1CCCN(S(=O)(=O)c2ccc3c(c2)CCN3C(=O)C2CCC2)C1 (stereo not given) | -6% | ? | 5% | 17 | 0% | 8% | -11% | i | 7%
NNC(=S)NCCc1ccccc1 | 10% | 19% | 0% | 9 | 0% | -6% | 0% | · | -4%
O=C(CCl)Nc1cc(S(=O)(=O)N2CCOCC2)ccc1N1CCOCC1 | -3% | 8% | -1% | 16 | -14% | 16% | 4% | i | 18%
CCNC(=S)N1CCN(S(=O)(=O)c2ccc(C)cc2)CC1 | 1% | 1% | ? | -17 | -5% | -6% | -16% | i | -3%
Cc1ccc(S(=O)(=O)N2CCCCC2)cc1NC(=O)c1cc2ccccc2o1 | -10% | 19% | -16% | -4 | -20% | 3% | -24% | i | -1%
CS(=O)(=O)N(CC(=O)N1CCN(c2ccccc2)CC1)c1cccc(Br)c1 | -9% | 6% | ? | -23 | 3% | 5% | -13% | i | 0%
CC(C)OC(=O)c1ccc(NC(=O)c2ccco2)cc1 | 3% | 30% | 4% | ? | 30%[activator] | -9% | -24% | i | -11%
CCOC(=O)Cn1c(=O)n(C2CCCC2)c(=O)c2ccccc21 | -2% | -5% | 6% | 9 | 0% | 1% | 2% | i | -1%

Full records, looked up by structure.
CCOC(=O)Cn1c(=O)n(C2CCCC2)c(=O)c2ccccc21 is listed with SW480 rerep: -2%; MCF10A rereplic: -5%; KB-3-1 tox: 6%; IL1B secr inh: 9; ATXN2 expr inh: 0%; HT1080-NT tox: 1%; KB-V1 cytotox: 2%; ATXN viability: i; HT1080 IDH1KD tx: -1%
COc1ccc(CNCc2ccncc2)c(OC)c1 is listed with SW480 rerep: 2%; MCF10A rereplic: 0%; KB-3-1 tox: -6%; IL1B secr inh: 24; ATXN2 expr inh: -3%; HT1080-NT tox: 0%; KB-V1 cytotox: 0%; ATXN viability: i; HT1080 IDH1KD tx: -14%
